# Furin inhibitor – human furin inhibitors, primary screen, biochemical, fluorescence intensity; inhibition, % at 30 µM; P09958; purified furin, fluorogenic substrate cleavage; 220,000 tested, 0.061% active; in the data active means inhibition above about 25%; further: inactives centre near -15
# TbHK1 inh – Trypanosoma brucei hexokinase 1 inhibitors, primary screen, biochemical, G6PDH-coupled NADH absorbance, MLSCN library | hexokinase 1 [Trypanosoma brucei] | recombinant TbHK1, G6PDH-coupled NADH A340 | inhibition, % at 10 µM | 220,000 tested, 0.11% active;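 active means inhibition of 50% or more in the single-dose primary screen; inactive means inhibition below 50%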
# PGE2 EP2 inh – human EP2 receptor antagonists, primary screen, TR-FRET cAMP, C6 glioma cells; C6 glioma cells expressing human EP2; cells stimulated with saturating PGE2; inhibition, % at 25 µM; 260,000 tested, 0.52% active; AID 1422, 2008;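 active means percent inhibition above 40 after rounding to a whole number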;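 further: rat C6 glioma host cells with rolipram phosphodiesterase inhibitor present; the protocol text gives 20 µM as final concentration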
# PPC-1+TRAIL kill – compounds killing PPC-1 cancer cells with TRAIL present, primary screen, TRAIL potentiator project, ATPLite luminescence, uHTS; PPC-1 cells + TRAIL, ATPLite viability luminescence; cell killing (% activity), % at 4 µM; 220,000 tested, 0.41% active;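 active means cell killing above 50% in the first pass at 4 µM, then a duplicate retest at 5 µM averaging 50% or more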;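 further: plate controls were cells with TRAIL plus DMSO for no effect and medium-only wells lacking cells for full effect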
# BaF3 parental – parental Ba/F3 cell viability inhibition, counter-screen for JAK2V617F inhibitor project, murine pro-B, CellTiter-Glo luminescence. CellTiter-Glo ATP luminescence. inhibition, % at 5.6 µM. 220,000 tested, 1.1% active;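 active means inhibition above a per-campaign cutoff, the mean inhibition of all tested compounds plus 3 SD, cut at about 27% in these data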;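 further: 0% = DMSO wells and 100% = JAK Inhibitor I control wells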
# Ba/F3 V617F tox – reduced viability of JAK2V617F-dependent Ba/F3 cells, primary screen, JAK2V617F inhibitor project, cell-based, Ba/F3 EpoR-JAK2V617F, luminescence. 220,000 tested, 1.1% active. ATP luminescence. inhibition, % at 5.6 µM;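 active means inhibition above the campaign mean plus 3 SD over all tested compounds, cut at about 24% in these data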;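 further: cytokine-independent growth of Ba/F3 cells driven by EpoR plus mutant JAK2; 0% = DMSO-treated cells and 100% = JAK inhibitor I control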
# p97 inhibitor – inhibitors of human p97 ATPase, primary screen, biochemical; recombinant p97 ATPase, Kinase-Glo ATP luminescence, 3 h; inhibition, % at 8 µM; 220,000 tested, 0.42% active; Transitional endoplasmic reticulum ATPase (Homo sapiens), P55072; in the data active means inhibition above about 15%;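 further: 0% = DMSO vehicle and 100% = wells lacking enzyme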
# Target sequence (P55072 whole entry, looked up): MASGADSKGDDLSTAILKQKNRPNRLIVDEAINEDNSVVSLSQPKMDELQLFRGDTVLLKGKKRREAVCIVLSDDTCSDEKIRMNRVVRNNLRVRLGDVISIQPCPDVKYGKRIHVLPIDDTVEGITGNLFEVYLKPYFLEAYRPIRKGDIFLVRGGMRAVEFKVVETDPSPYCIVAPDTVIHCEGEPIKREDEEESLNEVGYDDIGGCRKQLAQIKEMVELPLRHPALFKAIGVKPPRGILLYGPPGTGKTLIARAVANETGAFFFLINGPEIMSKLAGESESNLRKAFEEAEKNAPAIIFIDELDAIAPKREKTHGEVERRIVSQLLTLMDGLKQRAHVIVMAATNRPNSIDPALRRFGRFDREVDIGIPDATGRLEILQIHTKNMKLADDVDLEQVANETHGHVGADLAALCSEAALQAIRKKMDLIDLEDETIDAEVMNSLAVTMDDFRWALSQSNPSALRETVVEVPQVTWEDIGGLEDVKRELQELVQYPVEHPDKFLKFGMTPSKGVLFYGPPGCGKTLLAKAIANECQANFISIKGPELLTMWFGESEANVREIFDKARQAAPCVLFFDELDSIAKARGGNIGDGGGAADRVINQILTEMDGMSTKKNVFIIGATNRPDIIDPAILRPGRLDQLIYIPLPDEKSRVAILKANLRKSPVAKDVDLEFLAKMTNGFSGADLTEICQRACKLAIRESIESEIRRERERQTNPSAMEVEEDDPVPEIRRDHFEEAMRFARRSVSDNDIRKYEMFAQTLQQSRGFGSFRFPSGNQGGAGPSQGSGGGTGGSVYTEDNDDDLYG
# RBBP9 inh – human RBBP9 inhibitors, primary screen, biochemical, fluorescence polarization, FP-Rh probe, HTS | Serine hydrolase RBBP9 (Homo sapiens), O75884 | recombinant RBBP9 | inhibition, % at 7.94 µM | 220,000 tested, 0.2% active;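 active means inhibition above the campaign mean of all tested compounds plus 3 SD, cut at about 14% in these data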;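 further: plate controls were DMSO wells with RBBP9 for no effect and wells lacking RBBP9 protein for full effect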
# Target sequence (O75884 whole entry, looked up): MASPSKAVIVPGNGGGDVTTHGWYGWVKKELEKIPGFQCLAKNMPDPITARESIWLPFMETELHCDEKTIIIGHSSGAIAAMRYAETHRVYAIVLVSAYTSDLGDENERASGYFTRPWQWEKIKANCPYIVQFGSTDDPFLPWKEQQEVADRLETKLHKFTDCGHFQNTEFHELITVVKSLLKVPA
#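 System: RBBP9 protein / Quantity: 2.5 µM RBBP9 dispensing solution, before mixing / Also added: Serine-hydrolase probe FP-Rh, 375 nM pre-mixing / Dosing: 7.94 µM single dose, 0.794% DMSO / Timing: enzyme-compound preincubation 30 min, then probe labeling 45 min, 25 °C / Signal: FP readout at 525/598 nm / Controls: DMSO-treated enzyme wells and wells lacking RBBP9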
# p47phox inh – p47phox/p22phox peptide binding inhibitors, primary screen, biochemical, uHTS, NADPH oxidase regulatory subunit; Neutrophil cytosol factor 1 (Homo sapiens), P14598; fluorescence polarization, 2 h; inhibition, % at 24.7 µM; 220,000 tested, 0.53% active; AID 1274, 2008;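 active means inhibition above about 30%, limit read from the data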;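 further: 0% = p47phox with labelled peptide and 100% = labelled peptide alone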
# An asterisk follows results filed as active; / = no result given; & = joins results of further samples; [ ] = remark or other dose. A portion of the library; the hit share may differ from the screen's.
1	CSc1nsc(SC)c1C(=O)Nc1ccc(C)cc1
2	COc1cc(NC(=O)c2cc(-n3cnnc3)ccc2Cl)cc(OC)c1
3	Cc1ccccc1NC(=O)Cn1c(=O)n(C)c2ccccc21
4	Cc1cc(C(F)(F)F)n2[nH]c(=O)c(N=Nc3ccccc3)c2n1
5	N#Cc1c(C(F)(F)F)cc(C2CC2)nc1N1CCCC1
6	O=C(NN=C1CCCCCCC1)c1ccc2ccccc2n1
7	CCOC(=O)c1sc2ccc(S(=O)(=O)N3CC(C)CC(C)C3)cc2c1N (stereo unspecified)
8	COc1cc2c3c(c1OC)C1(C=CC(=NO)C=C1)CC3N(C(C)=O)CC2 (stereo unspecified)
9	COc1ccccc1NC(=O)CCc1c(C)[nH]c(=O)c(C#N)c1C
10	Cc1cc(C)nc(S/C=C/C(=O)c2ccccc2F)n1
assay / compound	1	2	3	4	5	6	7	8	9	10
Furin inhibitor	-29[20 µM]	-2[20 µM]	0	17	-18[20 µM]	-18	-21	-19[20 µM]	-11	-6
TbHK1 inh	1	-6	10	-32	-1	-4	-9	-3	-19	-10
PGE2 EP2 inh	11	13	6	6	10	8	14	9	11	5
PPC-1+TRAIL kill	23	19	10	/	22	28	7	-4	4	-4
BaF3 parental	0	4	3	5	2	1	4	3	1	-3
Ba/F3 V617F tox	-2	3	6	4	1	-4	2	-1	-1	-1
p97 inhibitor	0	-4	-5	1	-5	4	4	2	5	-10
RBBP9 inh	0	-8	-4	-6	-5	1	-11	-9	-9	-3
p47phox inh	-6	-12	-4	-5	-2	-12	-22	-17	5	2

11	Cc1ccc(CC(=O)Nc2nc3c(s2)CCCC3)cc1
12	Cc1ccc(N=CC2=C(O)CC(c3ccco3)CC2=O)cc1 (stereo unspecified)
13	Cc1c(NC(=O)/C(=C\c2ccccc2)NC(=O)c2ccccc2)c(=O)n(-c2ccccc2)n1C
14	COc1cc(C(=O)NNC(=S)NC(=O)c2ccc(Cl)cc2)cc(OC)c1OC
15	Cc1ccc(CNC(=O)C2CCCN(c3nn4c(=O)cc(C)nc4s3)C2)cc1 (stereo unspecified)
16	CC1CCCN(CCOCCSc2ccccc2)C1 (stereo unspecified)
17	S=c1nc[nH]c2c1sc1nc(-c3ccccc3)c3c(c12)CCCC3
18	COc1ccc(N(Cc2cc(=O)[nH]c3ccccc23)C(=O)c2ccco2)cc1
19	CSc1cnn(Cc2ccccc2)c(=O)c1SCc1ccccc1
20	Cc1ccc(C(=O)OCC(=O)Nc2c(Cl)cc(S(N)(=O)=O)cc2Cl)o1
assay / compound	11	12	13	14	15	16	17	18	19	20
Furin inhibitor	-17[20 µM]	0[20 µM]	-27[20 µM]	-38	-29	-18	-5	-16	-13	-24
TbHK1 inh	-2	-19	0	-12	-3	5	-7	-15	3	0
PGE2 EP2 inh	11	12	3	12	14	7	5	4&5	9	12
PPC-1+TRAIL kill	-7	-2	21	26	21	8	13	15	0	0
BaF3 parental	11	-1	4	8	4	9	3	9	1	-2
Ba/F3 V617F tox	0	-2	-1	-2	3	4	-1	5	0	-1
p97 inhibitor	-2	-1	4	4	-3	0	4	-4	-2	6
RBBP9 inh	1	-1	-4	-7	1	0	-1	-11	-8	-4
p47phox inh	-1	1	-11	-15	-8	5	-12	-11	1	-1

21	O=C(c1ccc(Cl)s1)N1CCN(c2ccccc2)CC1
22	CC(=O)Nc1ccc(N2C(=O)CSC2c2ccc(F)cc2)cc1 (stereo unspecified)
23	c1coc(-c2nc3nc4ccccc4n3nc2-c2ccco2)c1
24	CCn1cc(/C=C/C(=O)Nc2ccn(Cc3c(F)c(F)cc(F)c3F)n2)cn1
25	C=CCN(CC=C)C(=O)C(=O)c1cc(C)n(-c2ccc([N+](=O)[O-])cc2)c1C
26	C/C(=N\NS(=O)(=O)c1ccccc1)c1ccc2c(c1)OCO2
27	CCOC(=O)N1CCN(S(=O)(=O)c2ccc3[nH]c(=O)oc3c2)CC1
28	O=c1oc2ccccc2c(NCc2cccc(F)c2)c1[N+](=O)[O-]
29	Cc1cccc(C)c1N1C(=O)CC(N(O)c2ccccc2)C1=O (stereo unspecified)
30	CCn1c(Cc2cccn2C)nnc1SCC(=O)c1ccc(C)cc1
assay / compound	21	22	23	24	25	26	27	28	29	30
Furin inhibitor	-21	-18	-13[20 µM]	-6	-12[20 µM]	-25	-17	-14[20 µM]	-1	-26
TbHK1 inh	-2	-5	-5	-6	-10	-3	3	-8	-4	7
PGE2 EP2 inh	7	11	19	10	/	2	9	4	10	7
PPC-1+TRAIL kill	/	-4	23	12	4	20	-8	-8	9	21
BaF3 parental	2	7	3	2	7	3	-1	1	0	0
Ba/F3 V617F tox	-3	-2	-2	2	0	-3	-1	-6	5	-4
p97 inhibitor	3	2	-3	-6	-3	7	2	7	-6	1
RBBP9 inh	-6	-9	13	-6	-2	4	-9	7	-10	-6
p47phox inh	-17	-6	4	0	-9	-9	0	-3	4	-18

31	COc1ccc(S(=O)(=O)Cc2ccc(C(=O)N3CCN(C(=O)c4ccco4)CC3)o2)cc1
32	CC1CCc2sc3c(c2C1)c1ncnn1c(=O)n3CC(=O)c1ccc(Br)cc1 (stereo unspecified)
33	Cc1ccc(CC(=O)OCCNC(=O)c2cccnc2)cc1
34	CCN(CC)c1ccc(C2C3CCCCC3(O)CCN2CC(=O)N2CCCCC2)cc1 (stereo unspecified)
35	Cc1occc1C(=O)Nc1nnc(C(F)(F)F)s1
36	Nn1c(SCC(=O)NC2CCCCC2)nnc1-c1ccccc1
37	Cc1cccc(NC(=O)CCCn2cc([N+](=O)[O-])cn2)n1
38	CCC(=O)Nc1ccc(C(=O)CSc2nc3ccccc3cc2CC)cc1
39	CNC(=O)COC(=O)COc1ccc2c(C)cc(=O)oc2c1
40	CCCn1c(C)cc(C(=O)COC(=O)CN=C2NS(=O)(=O)c3ccccc32)c1C
assay / compound	31	32	33	34	35	36	37	38	39	40
Furin inhibitor	-27	-18[20 µM]	-28	-14	-24	-22	-26	-14[20 µM]	-28	-2
TbHK1 inh	-7	-6	-1	-5	2	1	1	-2	-9	33
PGE2 EP2 inh	16	14	4	4	4	8&5	3	11&17	7	8
PPC-1+TRAIL kill	6	/	-3	-3	12	3	-8	0	5	-3
BaF3 parental	6	0	4	1	2	3	6	0	8	8
Ba/F3 V617F tox	3	-2	-2	-3	-2	1	0	-2	0	2
p97 inhibitor	-1	0	-3	2	6	-5	6	-4	6	-4
RBBP9 inh	-2	6	-8	-7	-1	-12	1	0	5	-5
p47phox inh	-9	/	-1	-12	-2	4	-5	1	4	-5

41	O=C(NCCCCc1ccccc1)C1CC(c2cccc([N+](=O)[O-])c2)=NO1 (stereo unspecified)
42	Cc1cccn2c(=O)c(C=O)c(N3CCN(c4ccc(F)cc4)CC3)nc12
43	CCC1=C(C(=O)OC)C(c2cc(OC)ccc2OC)C(C#N)=C(N)O1 (stereo unspecified)
44	O=C(COC(=O)C1(c2ccc(Cl)cc2)CCCC1)Nc1ncc(C(F)(F)F)cc1Cl
45	COc1ccc(S(=O)(=O)N(CC(=O)Nc2ccc3c(c2)OCO3)c2ccccc2OC)cc1
46	COC(=O)c1ccc(S(=O)(=O)N2C3CCC2CC(NC(=O)C2CC2)C3)cc1 (stereo unspecified)
47	CCOC(=O)C(NC(=O)c1ccccc1)(OCc1ccccc1)C(F)(F)F (stereo unspecified)
48	Cc1ccnc(N2CCC(C(=O)Nc3ccc4c(c3)OCCO4)CC2)n1
49	CN1/C(=C/C(=O)C2CC2)C(C)(C)c2ccccc21
50	CC(=O)Nc1cccc(-c2cn3ccccc3n2)c1
assay / compound	41	42	43	44	45	46	47	48	49	50
Furin inhibitor	-3[20 µM]	-27	-16	-16	-16	-19[20 µM]	-20	-20	-11	-22
TbHK1 inh	3	-8	-4	-4	30	0	0	-9	-13	-6
PGE2 EP2 inh	9	10	6	8	23	-7	3	13	4	5
PPC-1+TRAIL kill	-13	11	40	6	24	-1	36	22	8	22
BaF3 parental	3	9	3	2	5	2	0	3	41*	11
Ba/F3 V617F tox	7	5	-3	-4	0	-2	6	-1	-1	3
p97 inhibitor	-8	-2	2	2	4	3	-4	2	1	10
RBBP9 inh	-5	-6	-7	-9	-7	-3	0	-5	-6	-6
p47phox inh	0	-1	2	-14	-11	-9	2	-8	-71	4

# 3 of the entries above in order of the p47phox inh value, falling:
no.	Structure	Furin inhibitor	TbHK1 inh	p97 inhibitor	RBBP9 inh	p47phox inh
42	Cc1cccn2c(=O)c(C=O)c(N3CCN(c4ccc(F)cc4)CC3)nc12	-27	-8	-2	-6	-1
48	Cc1ccnc(N2CCC(C(=O)Nc3ccc4c(c3)OCCO4)CC2)n1	-20	-9	2	-5	-8
45	COc1ccc(S(=O)(=O)N(CC(=O)Nc2ccc3c(c2)OCO3)c2ccccc2OC)cc1	-16	30	4	-7	-11

# Sorted by formula weight (descending): part of the list above
45	COc1ccc(S(=O)(=O)N(CC(=O)Nc2ccc3c(c2)OCO3)c2ccccc2OC)cc1
44	O=C(COC(=O)C1(c2ccc(Cl)cc2)CCCC1)Nc1ncc(C(F)(F)F)cc1Cl
41	O=C(NCCCCc1ccccc1)C1CC(c2cccc([N+](=O)[O-])c2)=NO1 (stereo unspecified)
43	CCC1=C(C(=O)OC)C(c2cc(OC)ccc2OC)C(C#N)=C(N)O1 (stereo unspecified)
49	CN1/C(=C/C(=O)C2CC2)C(C)(C)c2ccccc21
assay / compound	45	44	41	43	49
Furin inhibitor	-16	-16	-3[20 µM]	-16	-11
TbHK1 inh	30	-4	3	-4	-13
PGE2 EP2 inh	23	8	9	6	4
PPC-1+TRAIL kill	24	6	-13	40	8
BaF3 parental	5	2	3	3	41*
Ba/F3 V617F tox	0	-4	7	-3	-1
p97 inhibitor	4	2	-8	2	1
RBBP9 inh	-7	-9	-5	-7	-6
p47phox inh	-11	-14	0	2	-71

# Following part.
51	S=C(Nc1ccc(Cl)cc1Cl)NC1CCCCC1
52	Cn1c(=O)n(C)c2cc(NS(=O)(=O)c3ccc(Br)s3)ccc21
53	COc1cccc(-n2c(SCC#N)nnc2-c2cnccn2)c1
54	O=C1COc2ccc(C(=O)C[n+]3cccc(O)c3)cc2N1
55	O=C1CC(N2CCN(c3ccccc3Cl)CC2)C(=O)N1c1cccc(F)c1 (stereo unspecified)
56	CCN(CC(=O)Nc1ccc2c(c1)OCCO2)C(=O)/C=C/c1ccccc1
57	CCCNC(=O)c1ccc2c(=O)n(Cc3ccco3)c(=S)[nH]c2c1
assay / compound	51	52	53	54	55	56	57
Furin inhibitor	-19[20 µM]	-23	-24	-20	-16[20 µM]	-19	-17
TbHK1 inh	3	-3	5	-5	-1	-1	-4
PGE2 EP2 inh	7	5	7&11	4	13	4	6
PPC-1+TRAIL kill	/	15	-16	9	8	22	19
BaF3 parental	-1	4	-1	-3	4	5	7
Ba/F3 V617F tox	-3	1	-4	4	4	-1	1
p97 inhibitor	7	1	8	-1	3	4	6
RBBP9 inh	-1	-1	4	-5	0	-2	-14
p47phox inh	-4	-15	-22	-11	-4	-8	-16

# Screening data from PubChem.
